# Assay outcomes: PubChem BioAssay, The Scripps Research Institute Molecular Screening Center
# FXN GAA850 act: activators of GAA850 frataxin (FXN) promoter. HEK293 lucGAA850 FXN promoter luciferase reporter, 24 h; percent of 10 µM SAHA response. activation, % at 6 µM. hit rate 0.56% among 360,000. AID 540364;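 active = activation above the average of all compounds screened plus 3 SD, cutoff fixed separately per campaign, cut at about 7.5% in these data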;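 also: 0% = DMSO wells and 100% = 10 µM SAHA wells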
# hgDAF12 agonist: hgDAF-12 agonism, primary luciferase screen. hit rate 1.8% among 370,000. HEK293 GAL4-hgDAF12 UAS-luciferase reporter, agonist luminescence; normalized to butyrate control. activation, % at 6.8 µM;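 active = activation above a cutoff set at the mean of all screened compounds plus 3 SD, cut at about 10% in these data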;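 also: 0% = DMSO wells and 100% = sodium butyrate wells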
# DAX1 inh-1: inhibitors of human orphan nuclear receptor DAX1 (NR0B1); HEK293 Gal4-DAX1 luciferase reporter, luminescence; inhibition, % at 6.75 µM; hit rate 0.99% among 340,000; AID 504766;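 active = inhibition above the mean over all tested compounds plus 3 SD, cut at about 4.2% in these data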;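 also: 0% = DAX1-transfected cells with DMSO and 100% = empty-vector control cells with DMSO; inhibition shows as a rise in luminescence from relieved DAX1 repression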
# Target sequence (P51843 207-470 limits assumed): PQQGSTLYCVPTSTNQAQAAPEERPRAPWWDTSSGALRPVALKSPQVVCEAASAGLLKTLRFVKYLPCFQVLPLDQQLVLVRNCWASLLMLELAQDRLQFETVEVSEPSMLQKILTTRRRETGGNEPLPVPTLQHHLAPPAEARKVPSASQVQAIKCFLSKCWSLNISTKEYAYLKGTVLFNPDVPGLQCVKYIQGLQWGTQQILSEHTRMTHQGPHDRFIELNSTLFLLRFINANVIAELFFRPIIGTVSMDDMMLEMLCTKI
# ADAM17 inh: inhibits human ADAM17; P78536; AID 720648; hit rate 0.83% among 370,000; inhibition, % at 6.95 µM; recombinant ADAM17, EDANS/DABCYL FRET peptide cleavage;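 active = inhibition above the mean of compounds lying between control limits plus 3 SD, set per campaign, cut at about 8.5% in these data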;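 also: 0% = DMSO-only wells as the low control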
# PLC-gamma1 inh: PLC-gamma1 (human) inhibition, primary screen | AID 720700 | hit rate 0.84% among 370,000 | inhibition, % at 12.2 µM | P19174 | purified PLC-gamma1, fluorogenic substrate, fluorescence; in the data active = inhibition above about 9.5%
# ADAM10 inh: inhibitors of human ADAM10; O14672; recombinant ADAM10, EDANS/DABCYL FRET peptide cleavage, 3 h; inhibition, % at 7 µM; hit rate 0.62% among 370,000;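 active = inhibition above a per-campaign cutoff equal to the mean of compounds falling between control-based bounds plus 3 SD, cut at about 20% in these data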;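 also: 0% = DMSO wells while the 100% control is not disclosed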
# Target sequence (O14672 214-748 limits assumed): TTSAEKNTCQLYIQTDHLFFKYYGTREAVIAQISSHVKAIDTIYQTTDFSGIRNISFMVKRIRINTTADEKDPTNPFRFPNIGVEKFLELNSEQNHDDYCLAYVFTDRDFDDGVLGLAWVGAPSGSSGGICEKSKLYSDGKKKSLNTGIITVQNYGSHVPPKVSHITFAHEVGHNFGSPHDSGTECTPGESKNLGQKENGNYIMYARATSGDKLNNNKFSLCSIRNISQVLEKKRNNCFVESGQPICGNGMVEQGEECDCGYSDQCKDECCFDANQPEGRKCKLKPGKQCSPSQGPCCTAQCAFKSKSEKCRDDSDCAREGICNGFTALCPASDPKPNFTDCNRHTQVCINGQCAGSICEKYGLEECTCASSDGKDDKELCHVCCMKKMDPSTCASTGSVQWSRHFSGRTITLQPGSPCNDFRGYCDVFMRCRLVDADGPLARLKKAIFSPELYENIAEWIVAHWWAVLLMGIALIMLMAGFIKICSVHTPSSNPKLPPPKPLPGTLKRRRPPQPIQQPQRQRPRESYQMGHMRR
# HGIII-sPLA2 inh: Inhibits HGIII-sPLA2 liposome hydrolysis, primary screen; hit rate 0.56% among 370,000; Q9NZ20; AID 743126; inhibition, % at 12.2 µM; QFRET BODIPY PC-A2 liposome hydrolysis, fluorescence;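 active = inhibition above mean plus 3 SD of compounds lying within the high and low control bounds, cut at about 19% in these data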;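 also: 0% = median of test compound wells and 100% = no enzyme DMSO wells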
# hcDAF-12 act: activators of H. contortus DAF-12 nuclear receptor. HEK293 hcDAF-12 lit1-tk-luc reporter, luminescence; 0% DMSO, 100% Δ7-dafachronic acid. hit rate 1.4% among 370,000. activation, % at 6.8 µM;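 active = activation above the mean of all tested compounds plus 3 SD, cut at about 5.5% in these data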;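 also: 100% = response to 3 µM Δ7-dafachronic acid high control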
# DAX1 inh-2: blocks DAX1 repression of SF-1 activated StAR promoter; AID 652010; hit rate 1.1% among 370,000; inhibition, % at 6.8 µM; HEK293T StAR-luciferase reporter, SF-1/DAX-1 repression relief;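 active = inhibition above the mean over all tested compounds plus 3 SD, cut at about 3.6% in these data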;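 also: 0% = DAX-1 cells with DMSO and 100% = cells lacking DAX-1 with DMSO; higher inhibition means more luminescence from relief of DAX-1 repression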
# PLC-beta3 inh: PLC-beta3 (human) inhibition, primary screen; Purified PLC-beta3, fluorogenic substrate, fluorescence; inhibition, % at 12.2 µM; Q01970; hit rate 0.18% among 370,000; in the data active = inhibition above about 11%;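 also: 0% = median of compound wells on plate and 100% = full blocker control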
# ssDAF12 agonist: activates DAF-12 receptor from parasite S. stercoralis; HEK293 ssDAF-12/GRIP1 lit1-tk-luc reporter, luminescence; % of 3 µM dafachronic acid response; activation, % at 6.8 µM; hit rate 1% among 370,000; AID 652126;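 active = activation above the mean over all tested compounds plus 3 SD, cut at about 0.9% in these data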;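 also: 0% = DMSO-only wells and 100% = 3 µM delta7-dafachronic acid wells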
# Starred values were filed as active, the others as inactive; i = inactive; nt = not tested or not shown.
SMILES,FXN GAA850 act,hgDAF12 agonist,DAX1 inh-1,ADAM17 inh,PLC-gamma1 inh,ADAM10 inh,HGIII-sPLA2 inh,hcDAF-12 act,DAX1 inh-2,PLC-beta3 inh,ssDAF12 agonist
CCOC(=O)c1nc(N)c(=O)n(-c2ccccc2)n1,-1.1,0.0,1.0,-5,1,-6,-3,-1.5,0.5,0,-0.7
COc1cccc(CNC(=O)[C@H]2CCCN2C(=O)[C@H]2CCCN2C(=O)N2CCCCC2)c1,nt,1.7,nt,-1,-3,0,2,-0.9,0.4,1,-0.3
Cc1ccccc1C(=O)OC1CCCN(C)C1 (stereo not given),0.3,0.0,1.6,-5,2,-4,-6,2.8,-0.2,-3,-0.9
CC1=NN(c2ccccc2)C(=O)/C1=C\N1CC(C)OC(C)C1 (stereo not given),0.0,-0.5,1.8,-1,0,2,10,-1.4,-0.1,0,-1.6
O=C(N/N=C/c1ccc(OCCCF)cc1)c1ccc(C(F)(F)F)cc1,1.0,2.8,3.1,-1,-31,-5,-4,4.0,0.1,-21,-0.6
O=C(NNS(=O)(=O)c1ccccc1)c1cnn(-c2ccc(Cl)cc2)c1C(F)(F)F,0.8,-0.7,2.8,-2,-1,-1,-24,-2.1,-0.9,-7,-0.7
Cn1c(=O)oc2cc(S(=O)(=O)Nc3ccc(Cl)cc3)ccc21,0.1,0.6,-2.0,-2,0,-1,-4,-1.7,-0.2,-6,-0.3
CC(C)Sc1nc(NCc2ccco2)c2c3c(sc2n1)COC(C)(C)C3,4.8,8.8,0.1,-175,-44,-489,-7,0.4,0.1,-49,-1.1
Cc1ccc2oc(=O)c(/C=C(\O)C(C)(C)C)nc2c1,1.2,-3.8,-1.0,2,0,-7,-5,0.2,-1.1,1,-0.6
CC(C)(C)OC(=O)NCCCCCNC(=O)c1ncn2c1c(=O)[nH]c1ccccc12,0.9,3.5,0.5,-55,-24,-222,5,0.9,0.5,-36,-1.6
C[C@H]1CN([C@@H](C)CO)C(=O)CCCn2cc(nn2)CO[C@@H]1CN(C)C(=O)Nc1ccc(N2CCCCC2)cc1,0.3,0.1,-0.6,-5,1,-14,13,-2.0,0.2,-2,-1.4
Cc1onc(-c2c(F)cccc2Cl)c1C(=O)OCC(=O)c1c(N)n(C)c(=O)n(C)c1=O,-0.7,-1.2,0.1,-1,-2,2,-4,-1.7,-0.7,-6,-1.5
CC(=O)N1CCN(S(=O)(=O)c2c(C)n(C)c(=O)n(C)c2=O)CC1,0.6,1.2,1.1,-6,1,-6,3,-0.1,0.5,-2,-1.3
Cc1cc2nc(/N=C(\N)NC(=O)C(C)C)nc(C)c2cc1C,-1.8,-2.5,-1.7,-6,-3,-3,9,-0.3,-0.3,-12,-2.0
OC[C@@H]1CN(CCc2ccccc2)C[C@H](n2cnc3c(NCc4ccc(F)cc4)ncnc32)O1,0.1,0.8,nt,1,-2,-2,-14,-2.5,-0.5,-1,-1.6
O=C(Nc1ccncc1)c1cc2ccccc2cc1O,1.4,12*,1.6,-1,-140,-2,-36,6.7*,6.2*,-137,-0.3
Cc1ccc2nc(-c3ccccc3)oc(=O)c2c1,0.7,1.4,0.7,-3,0,-12,-2,-0.4,-0.2,-5,-1.5
Cc1ccc(NC(=O)CCCC(=O)O)c(-c2nc3ccccc3[nH]c2=O)c1,0.2,-0.5,0.6,-1,2,3,0,2.0,0.4,-4,0.9*
COc1cccc(CNc2ccc(Br)cn2)c1O,2.9,19*,1.1,5,7,25*,-15,6.8*,4.5*,6,1.1*
CN(CC(=O)Nc1ccc(N2CCOCC2)cc1)C(=O)CSc1ccc(Br)cc1,0.1,-0.1,-0.2,-3,-1,1,2,-2.2,-0.7,-7,-1.1

# Next part (4 carried over from the part before).
SMILES,FXN GAA850 act,hgDAF12 agonist,DAX1 inh-1,ADAM17 inh,PLC-gamma1 inh,ADAM10 inh,HGIII-sPLA2 inh,hcDAF-12 act,DAX1 inh-2,PLC-beta3 inh,ssDAF12 agonist
Cc1ccc2nc(-c3ccccc3)oc(=O)c2c1,0.7,1.4,0.7,-3,0,-12,-2,-0.4,-0.2,-5,-1.5
Cc1ccc(NC(=O)CCCC(=O)O)c(-c2nc3ccccc3[nH]c2=O)c1,0.2,-0.5,0.6,-1,2,3,0,2.0,0.4,-4,0.9*
COc1cccc(CNc2ccc(Br)cn2)c1O,2.9,19*,1.1,5,7,25*,-15,6.8*,4.5*,6,1.1*
CN(CC(=O)Nc1ccc(N2CCOCC2)cc1)C(=O)CSc1ccc(Br)cc1,0.1,-0.1,-0.2,-3,-1,1,2,-2.2,-0.7,-7,-1.1
Cn1c(=NC(=O)CS(=O)(=O)c2ccc(F)cc2)sc2ccccc21,1.1,0.8,0.6,-4,-1,-3,-10,-0.9,-0.3,-1,-0.7
CCO[C@@H]1OC(C(=O)NCc2ccccc2)=C[C@H](c2ccc(Br)cc2)[C@H]1CCCO,0.3,-4.0,-0.7,3,3,12,-13,-2.3,0.5,2,-1.1
O=C(CSc1nc2ccccc2s1)N1CCOCC1,4.2,3.9,0.9,1,4,3,6,-0.1,0.6,1,-1.4
O=C(NCc1ccc2c(c1)OCO2)c1n[nH]c(=O)c2ccccc12,3.4,-0.5,3.3,-3,2,3,2,-1.5,0.0,1,-1.4
Fc1ccc(C2Nc3cccc4cccc(c34)N2)cc1,-0.9,4.5,0.7,-2,-11,4,-1,7.1*,-0.8,-18,-0.1
COc1ccc([C@H]2CC(=O)C=C(c3cc(Cl)cc(Cl)c3)C2)cc1,0.8,1.4,-0.1,1,0,4,3,-1.2,0.4,-5,-0.9
CS(=O)(=O)N1CCCC(C(=O)NCCCN2CCC(Cc3ccccc3)CC2)C1 (stereo not given),-0.3,0.6,0.2,1,-2,7,0,-1.0,0.4,6,-1.5
COc1ccc(CNCC(O)(c2ccc(F)cc2)c2ccc(F)cc2)cc1OC,-6.3,-3.2,-2.0,-3,-1,2,-6,-4.7,-0.7,-4,-1.5
Cc1c(C(=O)NCc2ccc(Cl)c(Cl)c2)sc(=O)n1Cc1ccc(S(=O)(=O)N(C)C)cc1,-3.0,-1.0,nt,4,2,17,-26,-5.2,-3.5,2,-2.0
CCOc1cc(-c2nc(C)c(C(C)=O)n2O)ccc1OCC(=O)Nc1ccccc1,1.9,-4.0,0.7,3,5,0,-9,-0.2,1.4,-4,-1.5
C[C@H](CO)N1C[C@H](C)[C@@H](CN(C)C(=O)Nc2ccc3c(c2)OCO3)Oc2ccc(NC(=O)Nc3ccc(C(F)(F)F)cc3)cc2C1=O,-0.4,-0.4,0.6,11*,-3,19,-13,-0.8,0.6,-3,-1.4
O=C(Cn1c(C(F)(F)F)nc2ccccc21)c1ccc(Br)cc1,0.5,-0.5,-0.3,0,2,0,-13,-1.3,-2.1,-2,-1.6
Cc1ccc(-n2c(SCC(=O)NCCN3C(=O)CSC3=O)nnc2-c2cccc(C)c2)cc1,1.7,-1.8,-1.1,4,0,6,-29,-0.9,-0.2,-1,-0.7
CCOc1ccc(Nc2c3c(nc4ncnn24)CC(C)CC3)cc1 (stereo not given),1.0,0.0,1.1,0,3,-5,6,-0.8,-0.8,4,-0.8
O=C(Nc1cccnc1)c1cccc(S(=O)(=O)Nc2cccc(Cl)c2)c1,-0.5,-3.4,-0.6,-6,5,6,-21,-1.1,-0.5,-4,-0.8
Cc1cccc(C)c1OCc1cc(C(=O)N2CCN(Cc3nccn3C)CC2)no1,-1.3,1.8,-0.2,1,3,6,0,-2.5,0.2,-4,-1.2
O=S1(=O)N[C@H](Cc2ccccc2)COc2cc(N3CCCCC3)ccc21,nt,4.8,nt,1,-1,-2,-3,1.4,-0.3,-2,-0.2
CC(C)Oc1cc(F)ccc1-c1cc(C(=O)NCC2CCCCC2)[nH]n1,-0.7,-5.1,nt,-1,3,1,-1,-2.4,-0.7,3,-1.8
COc1ccc(Cl)cc1NC(=S)NCc1cccs1,-0.7,-0.5,-1.4,0,1,6,4,4.1,0.3,-3,-0.9
CC(=O)N1N=C(c2ccc(C)c([N+](=O)[O-])c2)OC1(C)C,1.8,0.3,0.7,-2,0,2,7,-1.1,-0.7,-10,-0.7
O=C1CC(c2ccc(F)cc2)Sc2nc(C34CC5CC(CC(C5)C3)C4)nn21 (stereo not given),1.1,-0.7,-0.4,0,3,-1,-3,-0.4,-0.5,-2,-1.4
NC(=O)c1nsc(C(=O)N(c2cccc(F)c2)C(C(=O)NC2CCCC2)c2ccc(O)cc2)c1N (stereo not given),-0.6,-2.5,-0.3,-23,-29,-61,-5,-0.5,-0.4,-38,-1.4
O=C(CCNS(=O)(=O)c1ccc(Br)s1)NCc1ccccc1Cl,0.8,0.6,-0.5,-2,2,-4,-9,-1.5,0.0,-2,-1.4
CC(C)Oc1ccc(/C(O)=C2/C(=O)C(=O)N(CCN(C)C)C2c2cccs2)cc1 (stereo not given),3.8,1.8,2.0,4,1,12,-2,-1.4,0.4,4,-1.2
O=C(NC1CCCC1)C(c1ccco1)N(Cc1ccccc1)C(=O)c1csnn1 (stereo not given),-0.5,1.8,1.1,-2,5,-7,2,0.1,-0.4,-2,-1.9
CCCCCOc1ccc(/C=N/NC(=O)c2nnn(-c3nonc3N)c2CN2CCCCCC2)cc1,-0.8,6.8,-1.0,0,4,-8,0,-1.3,0.2,6,0.1
COc1ccc(C2CC(=O)C(C=NCCN3CCN(C(=S)Nc4ccccc4)CC3)=C(O)C2)cc1OC (stereo not given),0.7,-5.7,nt,-2,-4,-5,4,-1.2,0.0,0,-1.0
Cc1ccc(-c2ccc(CCC(=O)O)n2CC2CCCO2)cc1 (stereo not given),1.9,0.4,-0.4,-204,-110,i,-11,-1.1,-0.2,-145,-1.9
CCCCN1C(=O)C(=O)N(CC(=O)NC2CCCc3ccccc32)C1=O (stereo not given),1.3,1.7,-0.3,-2,-2,-5,-1,0.6,-0.6,-1,-1.1
Cc1ccc(CNC(=O)C2CCCN(C(=O)N(C)C)C2)cc1 (stereo not given),1.7,2.0,0.4,-7,1,-2,3,-1.2,0.1,-3,-1.8
COc1cccc2cc(CC(=O)c3ccccc3)c(=O)oc12,2.2,-0.1,0.3,-6,-2,-9,-14,0.8,0.9,2,-0.6

# No new results follow: 3 of the compounds above.
SMILES,FXN GAA850 act,hgDAF12 agonist,DAX1 inh-1,ADAM17 inh,PLC-gamma1 inh,ADAM10 inh,HGIII-sPLA2 inh,hcDAF-12 act,DAX1 inh-2,PLC-beta3 inh,ssDAF12 agonist
Cc1ccc(-c2ccc(CCC(=O)O)n2CC2CCCO2)cc1 (stereo not given),1.9,0.4,-0.4,-204,-110,i,-11,-1.1,-0.2,-145,-1.9
CCCCN1C(=O)C(=O)N(CC(=O)NC2CCCc3ccccc32)C1=O (stereo not given),1.3,1.7,-0.3,-2,-2,-5,-1,0.6,-0.6,-1,-1.1
Cc1ccc(CNC(=O)C2CCCN(C(=O)N(C)C)C2)cc1 (stereo not given),1.7,2.0,0.4,-7,1,-2,3,-1.2,0.1,-3,-1.8
